# High-throughput results from PubChem.
# GAA glycogen = alters human alpha-glucosidase cleavage of glycogen; P10253; 0.38% of 300,000 active; recombinant GAA, glycogen substrate, Amplex Red glucose oxidase fluorescence; Potency, µM (top dose mostly 76.4 µM), inactives show at the top dose activity change, negative = inhibition, hits mostly inhibitors; active = well fitted inhibition curve with a large enough effect;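 also: 0% = full enzyme reaction and -100% = no-enzyme basal signal; the screen sought inhibitors and activators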
#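 Recombinant human alpha-glucosidase (4 nM final) hydrolysed bovine liver glycogen (30 ug) for 40 min at 37 C in pH 5.0 citrate/phosphate with 0.01% Tween-20. Released glucose detected by glucose oxidase/Amplex Red, Ex 573/Em 610 nm. Compounds up to 77 uM; AC50 from Hill fits.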
# * = called active by the depositor; [ ] = remark or other dose. Potency is read from the fitted curve at half-maximal effect.
No. | GAA glycogen | structure
1 | 3%[76.3 µM] | CCOc1ccc(-c2c(C(=O)N/N=C/c3cccnc3)nnn2-c2nonc2N)cc1
2 | 4%[76.3 µM] | COC(=O)C1CCN(S(=O)(=O)Cc2ccccc2Cl)CC1
3 | 3%[76.3 µM] | CC(C)c1nnc(NC(=O)CCC(=O)N2CCN(c3cccc(Cl)c3)CC2)s1
4 | -11% | O=C(Cc1ccccc1F)Nc1cc(Cl)ccc1N1CCCC1
5 | -10%[76.3 µM] | O=C1c2cccc3cccc(c23)C(=O)N1c1ccc(O)cc1
6 | 5%[76.3 µM] | Cc1ccccc1-c1ccc(CN2CCN(C)C(CCO)C2)cc1 (centres undefined)
7 | 0%[76.3 µM] | CN1CCN(C2CCCCC2NS(=O)(=O)c2ccc(Cl)cc2)CC1 (centres undefined)
8 | 12% | Cc1[nH]c2ccccc2c(=O)c1CN1CCCCCC1
9 | 2% | CNC(=O)/C(C#N)=C/c1c(N2CCN(C)CC2)nc2c(C)cccn2c1=O
10 | 10% | CC(C)(Oc1ccc(Cl)cc1)C(=O)Nc1ccc(S(=O)(=O)Nc2ncccn2)cc1
11 | -1% | O=C(C1=C(O)C(=O)N(CC2CCCO2)C1c1ccccc1)c1ccco1 (centres undefined)
12 | -8%[76.3 µM] | O=S1(=O)c2cccc3cccc(c23)N1CCBr
13 | 4% | O=C(CCC(=O)Nc1ccc(Br)cc1)N/N=C/c1ccccc1F
14 | -1%[76.3 µM] | CSc1ccc(CN2CCC(Oc3ccc(C(=O)N4CCCC4)cc3)CC2)cc1
15 | 6%[76.3 µM] | O=C(CN1C(=O)CSc2ncccc21)Nc1ccccc1F
16 | 1%[76.3 µM] | COc1ccc(S(=O)(=O)NC(C)C(=O)Nc2ccc3c(c2)OCCO3)cc1OC (centres undefined)
17 | -17%[76.3 µM] | COc1cccc(C(=O)NCCSCc2c(F)cccc2Cl)c1
18 | 3% | CC(NC(=O)C[n+]1cccc(Br)c1)c1ccccc1 (centres undefined)
19 | -13%[76.3 µM] | CC(C)Oc1cccc(C(=O)N/N=C/c2coc3ccccc3c2=O)c1
20 | 12% | COc1ccc(NC(=O)Cc2ccsc2)c(OC)c1
21 | -12% | COc1ccc(OC)c(NC(=O)CNC(c2ccccc2)c2ccccc2)c1
22 | 4% | Cn1c(SCC(=O)N2CCCC2)nnc1-c1cccs1
23 | -18%[76.3 µM] | Cc1cccc(Nc2nc(-c3ccccc3)cs2)n1
24 | -5%[76.3 µM] | Cc1c(OCC(=O)N2CCC(C(=O)O)CC2)ccc2c1oc(=O)c1ccccc12
25 | 6% | Cc1ccc(NC(=O)n2ncc3c(C)cccc32)cc1F
26 | 2% | COc1cc(/C=C2\NC(=S)N(C)C2=O)ccc1OCc1ccccc1F
27 | 5%[76.3 µM] | COc1ccc(C(C)(C)NC(=O)C2CCC(=O)N(C3CC3)C2)cc1OC (centres undefined)
28 | -8%[76.3 µM] | COc1ccc(OCC(=O)NNC(=S)NC(=O)C2CC2)cc1
29 | -10%[76.3 µM] | O=C(Cc1cccc2ccccc12)Nc1ccc(Br)cc1C(=O)O
30 | -1% | O=c1[nH]c(/C=C/c2ccccc2Cl)nc2ccccc12
31 | -1%[76.3 µM] | O=C(c1sc2cc(Cl)ccc2c1Cl)N1CCN(CCc2ccccn2)CC1
32 | -20% | COc1ccccc1C1N=C(c2ccccc2C)NO1 (centres undefined)
33 | -1%[76.3 µM] | COc1c(C)cc(S(=O)(=O)NCc2ccccn2)c(C)c1C
34 | 16%[76.3 µM] | O=C(Nc1ccc(Cl)cn1)c1cccc2ccccc12
35 | -7%[76.3 µM] | COc1ccc(CNC(=O)C(=O)NCC2OCCN2S(=O)(=O)c2ccc(C)cc2)cc1 (centres undefined)
36 | -9%[76.3 µM] | CSc1ncccc1C(=O)NC1CCN(Cc2ccccc2)CC1
37 | 12%[76.3 µM] | CCOC(=O)CNC(=O)CSc1nnc(CCc2nc3ccccc3[nH]2)n1C
38 | -9%[76.3 µM] | Cc1ccc(NC(=O)N2CCc3ccccc3C2)cc1C
39 | -6%[76.3 µM] | CC(C)(C)OC(=O)N1CCC(c2c(C(=O)NCC3CCN(C4CCCC4)C3)cnn2-c2ccc(F)cc2)CC1 (centres undefined)
40 | 4% | COc1ccc(NC(=O)C2CCCN(c3ncccn3)C2)cc1 (centres undefined)
41 | -2% | COc1ccccc1CNc1ccc(Br)cn1
42 | 3% | CCOCCCNC(=O)c1cc(Cl)c(NC(=O)C2=C(C)OCCS2)cc1OC
43 | -22%[76.3 µM] | Cc1ccc2sc(N(CCN(C)C)C(=O)c3ccc4ccccc4c3)nc2c1C
44 | -2%[76.3 µM] | COCCNC(=O)c1cccc(OC2CCN(Cc3ccc(F)c(OC)c3)CC2)c1
45 | 2%[76.3 µM] | CN1CCN(C(=O)c2cc3c(=O)n4ccccc4nc3s2)CC1
46 | -6%[76.3 µM] | CCOc1ccc(NS(=O)(=O)c2cc3c(cc2C)N(C)CCO3)cc1
47 | -10%[76.3 µM] | CC(C)[C@H](NC(=O)N1CCn2c1nc1ccccc12)C(=O)NC1CC1
48 | -5% | CCOc1ccc(NC(=S)N2CCC(NC(=O)C3CCCCC3)CC2)cc1
49 | 16%[76.3 µM] | COc1ccc(CNC(=O)c2ccc(Cl)c(NC3=NC4CS(=O)(=O)CC4S3)c2)cc1 (centres undefined)
50 | 0%[76.3 µM] | CNC(=O)c1cc(S(=O)(=O)Nc2ccc3c(c2)OCCO3)ccc1C

# Further results:
No. | GAA glycogen | structure
51 | 16%[76.3 µM] | O=C1C2CCCCN2C(=O)N1CCCN1CCN(c2ccc(F)cc2)CC1 (centres undefined)
52 | -4%[76.3 µM] | Cc1onc(-c2ccccc2Cl)c1C(=O)NNC(=O)c1ccc(F)cc1
53 | -6% | C=CCn1c2ccccc2c2nn(C)c(=S)nc21
54 | -7%[76.3 µM] | CCCc1cc(=O)oc2cc(C)cc(OCC(=O)Nc3ccc(S(N)(=O)=O)cc3)c12
55 | 2% | COc1ccccc1CN(C)C(=O)c1cnc(C)cn1
56 | 2%[76.3 µM] | Cc1cc(SCc2ccccc2Cl)nc(=O)[nH]1
57 | -8%[76.3 µM] | O=C(NCCNC(=O)c1cccnc1)c1ccc(Br)cc1
58 | -15%[76.3 µM] | NC(=O)c1cc(S(=O)(=O)NCc2cccs2)cs1
59 | -8%[76.3 µM] | O=C(c1cccnc1)N1CCCC(Nc2ccc(F)cc2)C1 (centres undefined)
60 | 14%[76.3 µM] | COc1ccc(NC(=O)C2CCN(S(=O)(=O)c3ccc4c(c3)CC(C)N4C(C)=O)CC2)cc1OC (centres undefined)
61 | -2% | CC1(c2ccc([N+](=O)[O-])cc2)Nc2ccccc2S1 (centres undefined)
62 | -2% | COCCCNC(=O)C1CCC(=O)N(c2ccc3c(c2)OCO3)C1c1ccc(OC)cc1 (centres undefined)
63 | 2%[76.3 µM] | CCc1ccc(NC(=S)N2CCN(C)CC2)cc1
64 | 2% | CC(=O)Nc1c2c(nn1-c1ccc(C)cc1)CS(=O)(=O)C2
65 | -1% | COCCn1cnc2c1c(=O)n(CC(=O)NN)c(=O)n2Cc1ccccc1
66 | 0%[76.3 µM] | COc1ccc(Cc2nc3ccc(C(=O)N4CCOCC4)cc3o2)cc1
67 | 7%[76.3 µM] | C=CCNC(=O)c1ccc(CN2CCC(Cc3ccccc3)CC2)cc1
68 | 6% | COc1ccc(N2C(=O)CSC2c2ccc(F)cc2)cc1 (centres undefined)
69 | 6% | COc1cc(CCC(=O)Nc2nnc(C)s2)cc(OC)c1OC
70 | 2% | Nc1nnnn1/N=C/c1cc(Cl)ccc1O
71 | -6%[76.3 µM] | CC(C)c1ccc(C(C)NCCS(=O)(=O)c2ccc(Cl)cc2)cc1 (centres undefined)
72 | -3%[76.3 µM] | NC(=O)c1ccccc1NC(=O)CSc1nc2ccccc2c(=O)[nH]1
73 | -8%[76.3 µM] | O=C(c1ccc2[nH]c(=O)c(=O)[nH]c2c1)N1CCc2ccccc21
74 | -1%[76.3 µM] | CC(C)(C)C(=O)NC1CC2CCCC(C1)N2C(=O)Nc1ccccc1F (centres undefined)
75 | 2% | CCOC(=O)c1cc(C#N)c(N2CCCNCC2)nc1C(F)(F)F

# 5 entries picked at random from those above:
No. | GAA glycogen | structure
70 | 2% | Nc1nnnn1/N=C/c1cc(Cl)ccc1O
56 | 2%[76.3 µM] | Cc1cc(SCc2ccccc2Cl)nc(=O)[nH]1
60 | 14%[76.3 µM] | COc1ccc(NC(=O)C2CCN(S(=O)(=O)c3ccc4c(c3)CC(C)N4C(C)=O)CC2)cc1OC (centres undefined)
75 | 2% | CCOC(=O)c1cc(C#N)c(N2CCCNCC2)nc1C(F)(F)F
62 | -2% | COCCCNC(=O)C1CCC(=O)N(c2ccc3c(c2)OCO3)C1c1ccc(OC)cc1 (centres undefined)

# The listing continues:
No. | GAA glycogen | structure
76 | 24%[76.3 µM] | COc1ccc(CN2CCN(C(=O)Cn3ncn4cccc4c3=O)CC2)c(OC)c1OC
77 | 3% | Cc1ccc(NC(=O)c2cccnc2C(=O)O)nc1
78 | -6%[76.3 µM] | CCN1C(=NCCc2cccs2)N[C@@H](c2cccs2)C(C(=O)OC)=C1C
79 | -2%[76.3 µM] | COc1ccc(-n2c(SCC(=O)NCC3CCCO3)nc3c(c2=O)SCC3)cc1OC (centres undefined)
80 | 1% | CC1=N/C(=C\c2ccc([N+](=O)[O-])cc2)C(=O)N1c1ccc(F)cc1F
81 | 4% | COc1ccc(S(=O)(=O)Nc2nc3c(s2)C(=O)CC(C)(C)C3)cc1

# In the list so far, 15 have a Cl atom.
No. | GAA glycogen | structure
2 | 4%[76.3 µM] | COC(=O)C1CCN(S(=O)(=O)Cc2ccccc2Cl)CC1
3 | 3%[76.3 µM] | CC(C)c1nnc(NC(=O)CCC(=O)N2CCN(c3cccc(Cl)c3)CC2)s1
4 | -11% | O=C(Cc1ccccc1F)Nc1cc(Cl)ccc1N1CCCC1
7 | 0%[76.3 µM] | CN1CCN(C2CCCCC2NS(=O)(=O)c2ccc(Cl)cc2)CC1 (centres undefined)
10 | 10% | CC(C)(Oc1ccc(Cl)cc1)C(=O)Nc1ccc(S(=O)(=O)Nc2ncccn2)cc1
17 | -17%[76.3 µM] | COc1cccc(C(=O)NCCSCc2c(F)cccc2Cl)c1
30 | -1% | O=c1[nH]c(/C=C/c2ccccc2Cl)nc2ccccc12
31 | -1%[76.3 µM] | O=C(c1sc2cc(Cl)ccc2c1Cl)N1CCN(CCc2ccccn2)CC1
34 | 16%[76.3 µM] | O=C(Nc1ccc(Cl)cn1)c1cccc2ccccc12
42 | 3% | CCOCCCNC(=O)c1cc(Cl)c(NC(=O)C2=C(C)OCCS2)cc1OC
49 | 16%[76.3 µM] | COc1ccc(CNC(=O)c2ccc(Cl)c(NC3=NC4CS(=O)(=O)CC4S3)c2)cc1 (centres undefined)
52 | -4%[76.3 µM] | Cc1onc(-c2ccccc2Cl)c1C(=O)NNC(=O)c1ccc(F)cc1
56 | 2%[76.3 µM] | Cc1cc(SCc2ccccc2Cl)nc(=O)[nH]1
70 | 2% | Nc1nnnn1/N=C/c1cc(Cl)ccc1O
71 | -6%[76.3 µM] | CC(C)c1ccc(C(C)NCCS(=O)(=O)c2ccc(Cl)cc2)cc1 (centres undefined)

# These rows are one share of the data. The share of hits here may be higher or lower than overall.
